Gli-Sufu antag = antagonists of Gli-Sufu signaling. Sufu-KO-LIGHT fibroblasts, Gli luciferase reporter luminescence. inhibition, % at 5 µM. 340,000 compounds, 0.74% hits. AID 588413;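 active = inhibition above about 55%, limit read from the data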;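 note: 0% = DMSO-treated cells and 100% = wells with medium but no cells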
SENP8 inh = SENP8 protease inhibition; Q96LD8; purified SENP8, Z-RLRGG-aminoluciferin cleavage, luminescence; inhibition, % at 10 µM; 330,000 compounds, 1.2% hits; AID 2540
Target sequence (Q96LD8 whole entry, looked up): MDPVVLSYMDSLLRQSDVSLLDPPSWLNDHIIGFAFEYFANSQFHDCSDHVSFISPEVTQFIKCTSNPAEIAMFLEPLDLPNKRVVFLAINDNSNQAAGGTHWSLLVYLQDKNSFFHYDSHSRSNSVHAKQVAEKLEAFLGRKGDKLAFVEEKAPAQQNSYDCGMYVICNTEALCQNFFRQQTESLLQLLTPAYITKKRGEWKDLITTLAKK
Jurkat NFkB inh = inhibitors of the PMA/ionomycin-induced NF-kB reporter in Jurkat cells; PMA/ionomycin-induced NF-kB luciferase reporter, luminescence; inhibition, % at 4 µM; 330,000 compounds, 0.53% hits; AID 435003
HKDC1 inh = inhibitors of human hexokinase HKDC1; recombinant HKDC1, G6PDH/diaphorase resazurin coupled fluorescence; inhibition, % at 20 µM; 340,000 compounds, 0.16% hits; AID 493160;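 active = inhibition above about 35% when tested at 20 µM, limit read from the data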;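 note: plate controls were DMSO wells with enzyme for no effect and DMSO wells lacking enzyme for full effect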
Target sequence (Q2TB90 whole entry, looked up): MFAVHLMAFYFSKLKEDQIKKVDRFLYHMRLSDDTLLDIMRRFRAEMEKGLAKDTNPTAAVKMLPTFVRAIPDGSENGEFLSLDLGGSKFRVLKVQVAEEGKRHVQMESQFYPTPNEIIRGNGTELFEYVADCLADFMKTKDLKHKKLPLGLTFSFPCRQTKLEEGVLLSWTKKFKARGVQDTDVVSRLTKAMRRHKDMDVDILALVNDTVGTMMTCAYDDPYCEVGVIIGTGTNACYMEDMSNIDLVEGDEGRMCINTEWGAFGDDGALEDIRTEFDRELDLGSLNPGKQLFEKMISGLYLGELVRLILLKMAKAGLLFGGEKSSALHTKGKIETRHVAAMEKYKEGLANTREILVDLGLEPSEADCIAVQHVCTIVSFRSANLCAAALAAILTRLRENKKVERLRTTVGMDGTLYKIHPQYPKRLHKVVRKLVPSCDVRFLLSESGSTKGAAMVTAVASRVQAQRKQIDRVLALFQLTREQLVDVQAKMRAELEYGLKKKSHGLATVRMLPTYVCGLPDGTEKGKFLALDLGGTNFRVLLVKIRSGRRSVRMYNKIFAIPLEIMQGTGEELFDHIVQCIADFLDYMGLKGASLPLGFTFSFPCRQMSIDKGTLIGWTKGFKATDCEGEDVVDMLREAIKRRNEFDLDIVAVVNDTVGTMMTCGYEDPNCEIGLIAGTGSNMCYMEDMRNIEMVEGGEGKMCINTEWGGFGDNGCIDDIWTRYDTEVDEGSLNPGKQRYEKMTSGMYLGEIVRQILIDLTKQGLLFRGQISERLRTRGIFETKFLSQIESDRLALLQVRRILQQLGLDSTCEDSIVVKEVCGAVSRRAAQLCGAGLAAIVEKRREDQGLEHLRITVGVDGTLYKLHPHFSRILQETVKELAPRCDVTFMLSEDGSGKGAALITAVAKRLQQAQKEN
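Test system: Recombinant HKDC1 (HK5) hexokinase enzyme, produced in-house | Input: HKDC1 at 5 µg/mL | Buffer or medium: Tris pH 8.0 buffer with MgCl2, Tween-20, BSA, BME | Schedule: 90 min reaction incubation at room temperature, dark | Technique: Resazurin-to-resorufin fluorescence via G6PDH and diaphorase coupling, 525/613 nm | Controls: DMSO wells with and without enzyme mix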
UBC13 polyUb = blocks human UBC13 polyubiquitin chain formation | TR-FRET | inhibition, % at 20 µM | 330,000 compounds, 0.47% hits | AID 485273; in the data active = inhibition above about 45%, passing the limit was not always enough
Apaf1 inhib = human Apaf-1 inhibition. reconstituted apoptosome caspase-3 activity, DEVD-Rh110 fluorescence. inhibition, % at 20 µM. O14727. 330,000 compounds, 0.71% hits; active = inhibition of at least 40% at 20 µM;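 note: plate controls were DMSO wells for no effect and DEVD-CHO caspase inhibitor wells for full effect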
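Assay system: Apoptosome proteins | Medium: pH 7.5 Hepes buffer with CHAPS, BSA, DTT | Also added: Cytochrome c and DEVD-Rh110 substrate | Times: 30 min plus 50 min, RT | Detection: Rhodamine 110 fluorescence at Ex 480/Em 540 nm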
SENP7 inh = inhibitors of human SENP7 protease; Q9BQF6; recombinant SENP7, Z-RLRGG-aminoluciferin luminescence, 40 min; inhibition, % at 5 µM; 330,000 compounds, 1.5% hits; AID 434973;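 active = inhibition above about 50% at the single test dose, limit read from the data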;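 note: plate controls were DMSO with enzyme for no effect and no enzyme buffer wells for full effect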
697 NFkB inh = inhibitors of the PMA/ionomycin-induced NF-kB reporter in 697 B cells. AID 435022. 330,000 compounds, 0.33% hits. inhibition, % at 4 µM. 697 B-cell NF-kB luciferase reporter, 16 h; in the data active = inhibition above about 35%
* = called active by the depositor; · = not tested or not shown. Cut-off read from the data, not from the text of the source, unless noted: active = inhibition above about 50%; inactive = the rest. Not a hit list. About 3.6% of those tested had a hit in this group.

SMILES	Gli-Sufu antag	SENP8 inh	Jurkat NFkB inh	HKDC1 inh	UBC13 polyUb	Apaf1 inhib	SENP7 inh	697 NFkB inh
O=C(Nc1cc(F)cc(F)c1)c1sc(Cl)nc1-c1ccccc1	4	4	10	-7	14	-7	2	-14
O=C1Nc2ccccc2N=C(c2ccccc2)C1N1CCOCC1 (configuration not stated)	2	-8	-14	-1	-7	3	-4	-2
Cc1ccc(C2=NN(CCC(=O)NC3CCCC3)C(=O)CC2)cc1	3	2	14	-2	-2	-6	4	1
O=C(Nc1nc(-c2ccccc2)cs1)C1CCCN(S(=O)(=O)c2cccc([N+](=O)[O-])c2)C1 (configuration not stated)	2	0	8	8	-5	-1	9	16
CCOc1ccc(CCNC(=O)C2CC=CCC2C(=O)OC(C)C)cc1OCC (configuration not stated)	-2	3	-37	-6	0	9	1	-16
Cc1ccc(S(=O)(=O)N(CCO)Cc2ccccc2)cc1	-17	1	4	-1	-2	-2	8	-5
CCOc1ccc(C(=O)O)cn1	1	-10	-17	-5	-5	-2	-8	-11
O=C(CN1CCN(c2ccc(O)cc2)CC1)Nc1cc(S(=O)(=O)N2CCCC2)ccc1Cl	22	-8	-11	12	-10	16	-10	-34
O=C(COc1c(Br)cc(Br)c2cccnc12)N1CCc2ccccc2C1	-6	-6	-7	2	-31	19	-12	20
CC(C)Oc1cccc(-c2cc(C(=O)NC(=S)N(C)c3ccccc3C(=O)O)c3ccccc3n2)c1	3	-4	2	-5	7	12	-9	-49
CC(NC(=O)C1CCN(S(=O)(=O)c2ccc3c(c2)NC(=O)CO3)CC1)c1ccccc1 (configuration not stated)	-21	19	-3	3	5	-1	1	14
Cn1c(=O)c2cc(S(=O)(=O)NCCC(=O)NC3CCCCCC3)ccc2n(C)c1=O	-4	-1	6	-3	1	-21	7	5

In a second layout: results already given.
SMILES | Gli-Sufu antag | SENP8 inh | Jurkat NFkB inh | HKDC1 inh | UBC13 polyUb | Apaf1 inhib | SENP7 inh | 697 NFkB inh
O=C(Nc1cc(F)cc(F)c1)c1sc(Cl)nc1-c1ccccc1 | 4 | 4 | 10 | -7 | 14 | -7 | 2 | -14
O=C1Nc2ccccc2N=C(c2ccccc2)C1N1CCOCC1 (configuration not stated) | 2 | -8 | -14 | -1 | -7 | 3 | -4 | -2
CCOc1ccc(CCNC(=O)C2CC=CCC2C(=O)OC(C)C)cc1OCC (configuration not stated) | -2 | 3 | -37 | -6 | 0 | 9 | 1 | -16
CCOc1ccc(C(=O)O)cn1 | 1 | -10 | -17 | -5 | -5 | -2 | -8 | -11
O=C(COc1c(Br)cc(Br)c2cccnc12)N1CCc2ccccc2C1 | -6 | -6 | -7 | 2 | -31 | 19 | -12 | 20

New compounds follow
SMILES	Gli-Sufu antag	SENP8 inh	Jurkat NFkB inh	HKDC1 inh	UBC13 polyUb	Apaf1 inhib	SENP7 inh	697 NFkB inh
CCC1SC2=NC(C)=C(C(=O)OC)C(c3cccs3)N2C1=O (configuration not stated)	-2	-2	2	-1	-2	-5	2	11
CC(C)N=C(Nc1ccccc1)c1cccnc1	-5	-2	-21	-4	-11	21	3	-62
Cn1c(=O)[nH]c(=O)c2c1nc(CN1CCN(Cc3ccccc3)CC1)n2CC(N)=O	3	5	9	-2	6	2	2	4
Brc1ccc2c(c1)OCCOCCOc1cc(Br)ccc1OCCOCCOCCO2	23	-5	1	1	8	17	3	-20
Cc1ccc(NC(=O)COC(=O)[C@H](C)N2C(=O)C3CC=CCC3C2=O)cc1S(=O)(=O)N(C)C (some centres not stated)	-9	-5	8	-2	8	-2	-4	14
Nc1c(C(=O)Nc2ccccc2)sc2nc3c(c(-c4ccco4)c12)CCCC3	9	12	-82	0	6	23	-6	-164
CCN(CC)CC(=O)Nc1ccc([N+](=O)[O-])cc1	3	-6	5	-8	3	-1	-3	8
CC(C)Cc1ccc(CN2CCCC(NC(=O)CSc3nncn3C)C2)cc1 (configuration not stated)	·	-11	2	·	-8	-4	-12	-15
Cc1ccc2cc3c(N)c(C(=O)N4CCOCC4)sc3nc2c1	-66	-7	-18	3	-14	9	-1	-20
O=C(CN(C(=O)c1csnn1)c1cccc(C(F)(F)F)c1)NC1CCCC1	22	-12	-6	-3	0	11	-7	-13
C=C(C)CSc1nc(N)cc(=O)[nH]1	20	4	4	-1	-4	-2	1	11
C=CCSc1nc(C)c(CC(=O)OCC(C)C)c(=O)[nH]1	4	-6	11	-3	-2	-7	7	13
Cc1oc(C)c(C(=O)O)c1C(=O)O	3	1	-5	-1	3	-7	2	17
N=C1C(c2ccccc2)=C(O)CN1c1cccc(S(=O)(=O)N2CCOCC2)c1	-3	2	7	-6	6	-6	1	7
O=C(NCC1CCCO1)/C(=C/c1ccc(Cl)cc1)NC(=O)c1ccccc1 (configuration not stated)	-5	-14	-6	-13	-9	7	-7	-7
CN(C)c1ccc(/C=N/NC(=O)c2cc(=O)[nH]c3ccccc23)cc1	-2	-2	0	-10	-19	-14	9	31
COc1ccccc1NS(=O)(=O)c1cc(NC(C)=O)ccc1N1CCCCC1	5	-1	-14	0	-6	8	-9	4
COc1ccc(/C=C(\C#N)c2cc(OC)c(OC)cc2[N+](=O)[O-])cc1	-7	0	22	-6	2	-21	7	18
COc1ccc(NC(=O)C2CCN(S(C)(=O)=O)CC2)cc1Cl	7	-3	-11	16	4	-22	4	-14
CCc1cc[n+](-c2nc3ccccc3nc2[N-]S(=O)(=O)c2ccc(Br)s2)cc1	6	-2	-26	3	-2	5	4	3
CCOC(=O)c1c(NC(C)=O)sc2c1CCCNC2=O	-4	-5	-6	-4	16	-13	-9	9
O=C(N/C(=C\c1ccc([N+](=O)[O-])cc1)C(=O)N1CCOCC1)c1ccccc1	1	1	8	-9	-6	-8	-5	4
Cn1nc(-c2ccccc2)c(COC(=O)c2cccc(Cl)c2)c1S(=O)(=O)c1ccccc1	9	-5	17	-1	-3	7	0	-5
CCCc1cc(=O)[nH]c(SCC(=O)Nc2nc3ccc(OCC)cc3s2)n1	-18	9	-30	-3	-6	8	1	-14
O=C(CCSc1ccc(Cl)cc1)NC1CCCC1	-3	0	11	0	-1	0	9	7
O=C(COC(=O)Cn1cnc2ccccc2c1=O)Nc1ccccc1OC(F)F	2	-2	6	-8	10	-4	9	6
COCCn1c(=O)[nH]c(=O)c2c(C(F)(F)F)cc(-c3cccs3)nc21	15	-6	-18	-4	-4	-5	-11	-8
CC(C)(C)c1ccc(C(=O)NCC(=O)OCC(=O)Nc2ccc3c(c2)OCCO3)cc1	-12	-23	-14	-1	-4	11	1	-7
CC(=O)Nc1ccc(S(=O)(=O)Nn2cnnc2)cc1	21	-2	-4	-3	-2	11	2	-1
CCOc1ccc(NC(=O)CN(C)C(=O)CCCOc2ccc(Br)cc2)cc1OCC	-3	-6	2	3	-6	20	9	-11
O=C(COC(=O)C1CCN(S(=O)(=O)c2cccc3cccnc23)CC1)c1ccc([N+](=O)[O-])cc1	6	-2	9	-1	-18	3	1	-1
Cc1cc(Cl)ccc1NS(=O)(=O)c1c(C)[nH]c(=O)[nH]c1=O	0	-3	15	0	4	-3	2	5
CCC(=O)N1CCc2cc(Br)cc(S(=O)(=O)CCC(=O)N(CC)CC)c21	7	5	-5	-5	8	-16	4	6
O=C(CSc1nnc(Nc2ccccc2F)s1)NC1CCS(=O)(=O)C1 (configuration not stated)	-8	4	-2	-2	18	-10	-2	7
N#CCCN(Cc1cccnc1)C(=S)NC(=O)C1CC1	·	-5	3	·	-2	2	-1	-7
COc1ccc(/C=C/C(=O)c2cc(Cl)ccc2O)c(OC)c1	-13	-14	-14	9	-7	1	-1	-14
Cc1ccc(CNC(=O)C2CC(=O)OC23CCCC3)c(C)c1 (configuration not stated)	3	-3	14	-1	5	-4	1	6
CCOc1ccc(N2C(=O)C3Sc4[nH]c(=O)sc4C(/C=C/c4ccccc4)C3C2=O)cc1 (configuration not stated)	1	-2	-19	0	-26	39	-8	-29
O=C(c1cc(-c2ccccc2Cl)nc2ccccc12)N1CCN(c2ccccn2)CC1	11	-4	-9	3	12	11	3	3
COc1cc(CCCN2CCNC[C@@H]2c2ccccc2)cc(OC)c1OC	3	9	7	-5	9	2	2	9
O=C(CC(NC(=O)c1ccccc1Cl)c1ccccc1)NCCc1ccc(Cl)cc1 (configuration not stated)	5	2	2	-11	-5	-4	0	-6
CCOC(=O)N1CCN(C(=O)CSc2nc3ccccc3c(=O)n2-c2ccccc2)CC1	5	-1	3	0	-3	-6	5	-12
CC1=C(C(=O)Nc2ccccc2)C(c2coc3ccccc3c2=O)C2=C(CCCC2=O)N1 (configuration not stated)	11	4	11	-5	5	-3	0	-9
COCCn1c(SCC(=O)N2CCOCC2)nnc1-c1ccco1	-29	7	10	-4	5	2	5	4
O=C(Nc1cccc(C(=O)N2CCOCC2)c1)NC1CCCCC1	1	0	-11	-7	-1	0	-4	19
O=C(O)c1cccc(Cn2c(Cl)c(/C=N/NC(=O)c3ccccc3O)sc2=O)c1	4	-4	-8	0	-5	8	0	3
Cc1ccccc1N(CC(=O)NC1CCCC1)C(=O)C1(C)CC(=O)N=C2C=CC(Cl)=CN21 (configuration not stated)	6	2	-31	-3	15	0	6	0
COc1cc2c(cc1O)CCN(C(=O)c1ccco1)C2C (configuration not stated)	3	-8	-5	0	-8	4	-2	-35
CCCC1C2C(=O)N(c3ccccc3)C(=O)C2ON1c1ccccc1 (configuration not stated)	-5	9	-3	-2	1	0	1	28
Cc1ccc(C)c(S(=O)(=O)Nc2ccc3sc(C)nc3c2)c1	10	4	-1	6	-6	19	10	-53
Cc1ccc(CN2CCN(Cc3cccn3-c3nccs3)CC2CCO)cc1 (configuration not stated)	-2	-8	4	-7	-9	6	-2	-7
O=C(O)c1ccccc1N(Cc1ccccc1)C(=O)COc1ccccc1	-3	0	12	2	-4	-19	6	13
Cn1c(N)c(C(=O)COC(=O)CNC(=O)c2ccccc2F)c(=O)n(C)c1=O	5	-17	-20	-5	-6	16	-4	-3
COc1ccccc1NC(=O)N1CCCC(CNC(=O)c2ccccc2Cl)C1 (configuration not stated)	12	2	6	-5	-4	6	4	-17
Cc1[nH]nc(-c2ccc(OCc3cnn(-c4ccccc4)c3)cc2O)c1Oc1ccc(F)cc1	7	-16	1	1	-2	10	3	-6
COC(CNC(=O)Cc1c(C)nc2c(-c3ccccc3)c(C)nn2c1C)OC	0	-4	11	-10	9	-10	-3	18
Cc1noc(/C=C/N(C)C)c1S(=O)(=O)N1CCCC(C(=O)NCCC2=CCCCC2)C1 (configuration not stated)	19	-7	-5	0	-11	26	-1	10
CCCN1CCc2[nH]c(=S)[nH]c(=O)c2C1	1	-3	13	-12	8	2	2	18
CCc1nn(C(C)C(=O)NC2CCCCCC2)c(=O)c2cc3occc3n12 (configuration not stated)	-11	-6	5	-5	9	-6	2	3
CCOC(=O)C1=C(CSc2nccn2C)NC(=O)NC1c1ccc2c(c1)OCO2 (configuration not stated)	-10	4	2	-7	-2	-3	4	2
(continued)
SMILES	Gli-Sufu antag	SENP8 inh	Jurkat NFkB inh	HKDC1 inh	UBC13 polyUb	Apaf1 inhib	SENP7 inh	697 NFkB inh
Cc1nnc(SCC(=O)c2cc(C)n(-c3c(C)n(C)n(-c4ccccc4)c3=O)c2C)s1	1	-6	-11	-10	-3	3	4	-1
COc1ccccc1CNC(=O)Cn1nc(C(F)(F)F)cc1C	-1	3	13	-2	10	-10	9	17
Cc1ccc(SCC(=O)NNC(=O)CCS(=O)(=O)c2ccc(C)cc2)cc1	2	-4	0	-3	9	5	4	1
Cc1nnc(SCC(=O)Nc2sc3c(c2C(N)=O)CCC(C)C3)[nH]c1=O (configuration not stated)	0	-2	-6	0	7	-5	11	18

Rewritten comma-delimited: three of the compounds above
SMILES,Gli-Sufu antag,SENP8 inh,Jurkat NFkB inh,HKDC1 inh,UBC13 polyUb,Apaf1 inhib,SENP7 inh,697 NFkB inh
COc1ccccc1CNC(=O)Cn1nc(C(F)(F)F)cc1C,-1,3,13,-2,10,-10,9,17
Cc1ccc(SCC(=O)NNC(=O)CCS(=O)(=O)c2ccc(C)cc2)cc1,2,-4,0,-3,9,5,4,1
Cc1nnc(SCC(=O)Nc2sc3c(c2C(N)=O)CCC(C)C3)[nH]c1=O (configuration not stated),0,-2,-6,0,7,-5,11,18
